Source: PubChem BioAssay
AMA1 RON2 block = AMA1-RON2 (P. falciparum) interaction inhibition; 0.2% of 360,000 active; AlphaScreen AMA1-biotinylated RON2 peptide binding; Potency, µM (titrated, usually from 58.2 µM), inactives show top-dose activity change, negative = inhibition, usual class: inhibitors; active means well fitted inhibition curve with a large enough effect; inconclusive means small, poorly fitted or top-dose-only effect; inactive means no such curve, though single readings can be large or run the other way;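 further: potency means the concentration at half of the fitted maximal effect; 0% = vehicle wells and -100% = peptide control; nearly all actives have a fitted effect of over 45% in size; some results filed as inactive show a strong effect at the top dose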
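AMA1 (3D7) with his tag at 25 nM final met compounds first, then biotinylated RON2 peptide at 25 nM; detection used donor plus acceptor beads, 10 µg/mL apiece, read by AlphaScreen after 30 min at room temperature.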
HCMV inh = human cytomegalovirus inhibition. activity change, negative = inhibition, % at 57.5 µM. 4.5% of 410,000 active. HFF cells, HCMV-luciferase reporter, 72 h; hits give low values; in the data active means activity change below about -60%; inconclusive means no clear call, values can overlap the other calls; inactive means above about -39%
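Compounds were evaluated in HFFs infected with an HCMV luciferase reporter virus (MOI 1 PFU/cell). Luciferase in lysates collected 72 h post infection served as the replication measure.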
Numbers without * were called inactive; ? = inconclusive; [ ] = remark or other dose. Unless noted, on the % scale 0 is the no-effect control and ±100 the full control effect. An excerpt; the hit share may differ from the screen's.

Sample of the layout:
SMILES	AMA1 RON2 block	HCMV inh
COc1ccc(CN2C(=O)CN(S(C)(=O)=O)CC2(C)C(=O)NC(C)C)cc1OC (stereo not drawn)	-1%	0
Cc1cccc(C)c1NC(=O)C1(C)CSCC(=O)N1CC(C)C (stereo not drawn)	2%	89
COc1cccc(C(C(=O)NC2CCCC2)N2CCN(c3cc(C)nc4ccccc34)CC2)c1OC (stereo not drawn)	-13%	-36
COc1ccc(NC(=O)C(c2ccncc2)n2c(=O)c(-c3ccco3)nc3ccccc32)cc1 (stereo not drawn)	-11%	70
CC(C)NC(=O)C1(C)CSCC(=O)N1Cc1cccs1 (stereo not drawn)	3%	-8
COC(=O)[C@@]12C[C@@H](CC(=O)NCCCN3CCCC3=O)C(=O)N(Cc3ccco3)C1=CCC(C)(C)C2	-3%	-15
Cc1cccc(C)c1N1C(=O)c2ccccc2NC(=O)C1C(=O)NCc1ccco1 (stereo not drawn)	32%[activator]	0
CCOC(=O)[C@]12CCCC=C1N(CCC1=CCCCC1)C(=O)[C@H](CC(=O)NCc1ccccc1)C2	-14%	-14
CC(C)NC(=O)C1(C)CSCC(=O)N1CC(F)(F)F (stereo not drawn)	-5%	-3
CCOC(=O)[C@]12CCCC=C1N(CCC1=CCCCC1)C(=O)[C@H](CC(=O)NCCCCc1ccccc1)C2	-22%	-18
COc1ccc(NC(=O)C(c2ccnc3ccccc23)n2c(=O)c(-c3ccco3)nc3ccccc32)cc1 (stereo not drawn)	-9%	104
COC(=O)[C@@]12C[C@@H](CC(=O)N3CCN(C(=O)c4ccco4)CC3)C(=O)N(Cc3ccco3)C1=CCC(C)(C)C2	-6%	?
COc1ccc(N2CCN(C(=O)C(=O)c3ccc(F)cc3)CC2)cc1	10%	-25

Results, previewed entries included:
SMILES	AMA1 RON2 block	HCMV inh
COc1ccc(CN2C(=O)CN(S(C)(=O)=O)CC2(C)C(=O)NC(C)C)cc1OC (stereo not drawn)	-1%	0
Cc1cccc(C)c1NC(=O)C1(C)CSCC(=O)N1CC(C)C (stereo not drawn)	2%	89
COc1cccc(C(C(=O)NC2CCCC2)N2CCN(c3cc(C)nc4ccccc34)CC2)c1OC (stereo not drawn)	-13%	-36
COc1ccc(NC(=O)C(c2ccncc2)n2c(=O)c(-c3ccco3)nc3ccccc32)cc1 (stereo not drawn)	-11%	70
CC(C)NC(=O)C1(C)CSCC(=O)N1Cc1cccs1 (stereo not drawn)	3%	-8
COC(=O)[C@@]12C[C@@H](CC(=O)NCCCN3CCCC3=O)C(=O)N(Cc3ccco3)C1=CCC(C)(C)C2	-3%	-15
Cc1cccc(C)c1N1C(=O)c2ccccc2NC(=O)C1C(=O)NCc1ccco1 (stereo not drawn)	32%[activator]	0
CCOC(=O)[C@]12CCCC=C1N(CCC1=CCCCC1)C(=O)[C@H](CC(=O)NCc1ccccc1)C2	-14%	-14
CC(C)NC(=O)C1(C)CSCC(=O)N1CC(F)(F)F (stereo not drawn)	-5%	-3
CCOC(=O)[C@]12CCCC=C1N(CCC1=CCCCC1)C(=O)[C@H](CC(=O)NCCCCc1ccccc1)C2	-22%	-18
COc1ccc(NC(=O)C(c2ccnc3ccccc23)n2c(=O)c(-c3ccco3)nc3ccccc32)cc1 (stereo not drawn)	-9%	104
COC(=O)[C@@]12C[C@@H](CC(=O)N3CCN(C(=O)c4ccco4)CC3)C(=O)N(Cc3ccco3)C1=CCC(C)(C)C2	-6%	?
COc1ccc(N2CCN(C(=O)C(=O)c3ccc(F)cc3)CC2)cc1	10%	-25
COC(=O)C[C@H]1CC[C@H](NC(=O)Nc2ccccc2F)[C@@H](CO)O1	2%	-2
CCOC(=O)C[C@@H]1OC2CCCCC2N1S(=O)(=O)c1ccc(C)cc1 (stereo partly drawn)	-3%	-4
COC(=O)C1=CN(c2ccc(C(C)(C)C)cc2)C(N)=C(C#N)C1c1ccccc1F (stereo not drawn)	19%	89
CCCCCNC(=O)C(c1ccc(OC)cc1)n1c(=O)c(-c2ccco2)nc2ccccc21 (stereo not drawn)	5%	-5
COC(=O)C[C@@H]1CC[C@@H](NC(=O)C2CCC2)[C@@H](CO)O1	0%	5
COc1ccc(C2=Nc3ccccc3N(C(=O)c3ccc4c(c3)OCO4)C2C(=O)Nc2c(C)cccc2C)cc1 (stereo not drawn)	5%	-15
O=C(Nc1c(-c2ccccc2)[nH][nH]c1=O)c1ccc(-c2ccccc2)cc1	5%	38

Some of the entries so far, in markdown:
| compound | AMA1 RON2 block | HCMV inh |
| --- | --- | --- |
| COc1cccc(C(C(=O)NC2CCCC2)N2CCN(c3cc(C)nc4ccccc34)CC2)c1OC (stereo not drawn) | -13% | -36 |
| COC(=O)[C@@]12C[C@@H](CC(=O)NCCCN3CCCC3=O)C(=O)N(Cc3ccco3)C1=CCC(C)(C)C2 | -3% | -15 |

Additional structures follow:
SMILES	AMA1 RON2 block	HCMV inh
COCCNC(=O)C1C(=O)Nc2ccccc2C(=O)N1Cc1ccccc1 (stereo not drawn)	-1%	12
Cc1ccc(S(=O)(=O)Nc2ccccc2OC(C(=O)OC(C)(C)C)C(=O)OC(C)(C)C)cc1	-5%	-11
CCC(C)CN1C(=O)CSCC1(C)C(=O)NC(C)C (stereo not drawn)	4%	-20
CCOC(=O)N1CCN(C(C(=O)NC2CCCC2)C(C)C)CC1 (stereo not drawn)	-18%	-21
COc1cccc(C(C(=O)NCc2ccccc2)N2CCN(CCN3CCOCC3)CC2)c1OC (stereo not drawn)	5%	31
O=c1c(-c2ccccc2)nc2ccccc2n1C(c1ccccc1)c1nc2ccccc2[nH]1 (stereo not drawn)	8%	38
CCCCCCCCN1C(=O)[C@H](CC(=O)NCc2ccc(C)o2)C[C@@]2(C(=O)OC)CC(C)(C)CC=C12	-18%	10
COc1ccc(CCNC(=O)c2cc([C@@H](NC(=O)OC(C)(C)C)C(C)C)sc2N)cc1OC	2%	-14
O=C(NCc1ccccc1)C(c1ccccc1)n1c(-c2ccncc2)nc2ccccc21 (stereo not drawn)	-7%	16
CC(C)NC(=O)C1(C)CSCC(=O)N1CCOc1ccccc1 (stereo not drawn)	-1%	-2
CC(=O)C[C@@H]1OC[C@H](Cc2ccccc2)N1S(=O)(=O)c1ccc(C)cc1	-6%	13
Cc1cccc(C)c1NC(=O)C(c1ccccc1)n1c(-c2ccccc2)nc2ccccc21 (stereo not drawn)	-6%	16
C=CCOC(=O)Nc1nc(CCNC(=O)OCc2ccccc2)c(C(=O)OC)s1	-12%	15
Cc1cnc(-c2nc3ccccc3n2C(C(=O)NC(C)(C)C)c2cc3ccccc3o2)cn1 (stereo not drawn)	5%	77
CCOC(=O)[C@]12CCCC=C1N(CCC1=CCCCC1)C(=O)[C@H](CC(=O)NCc1cccc3ccccc13)C2	-21%	?
CO[C@H]1CN(C)C(=O)c2cc(NC(=O)c3ccccc3)ccc2OC[C@H](C)NC[C@@H]1C	4%	-3
CCOC1=C2CN(S(=O)(=O)c3ccc(C)cc3)C(c3ccc(C)cc3)CC2N(S(=O)(=O)c2ccc(C)cc2)C(c2ccccc2)C1 (stereo not drawn)	-1%	142
CC(C)(C)OC(=O)Nc1ccccc1-n1nnnc1C(C(=O)c1ccc(F)cc1)N1CCOCC1 (stereo not drawn)	5%	-11
COC(=O)[C@]12CCCCC=C1N(CCc1ccc(OC)c(OC)c1)C(=O)[C@H](CC(=O)N1CCC(c3ccccc3)CC1)C2	-19%	23
COC(=O)C1=CN(c2ccc(N3CCOCC3)cc2)C(N)=C(C#N)C1c1ccc(-c2ccccc2)cc1 (stereo not drawn)	26%	7
N#Cc1ccc(C(C(=O)NCc2ccccc2)n2c(=O)c(-c3ccco3)nc3ccccc32)cc1 (stereo not drawn)	0%	-25
O=c1c(-c2cccnc2)nc2ccccc2n1C(CCc1ccccc1)c1nc2ccccc2[nH]1 (stereo not drawn)	-10%	93
CCc1ccc(C2CC3C(CN2S(=O)(=O)c2ccc(C)cc2)C(=O)CC(c2ccc(CC)cc2)N3S(=O)(=O)c2ccc(C)cc2)cc1 (stereo not drawn)	-9%	12
C=CCNC(=O)c1ccsc1N	37%[activator]	-7
COC(=O)C[C@H]1CC[C@@H](NC(=O)C2CC2)[C@@H](CO)O1	1%	-3
COCc1cn(CC[C@@H]2CC[C@@H](NC(=O)Nc3ccc4c(c3)OCO4)[C@@H](CO)O2)nn1	2%	14
CC(C)NC(=O)C1(C)CSCC(=O)N1Cc1cccc(C(F)(F)F)c1 (stereo not drawn)	2%	1
COC(=O)[C@@]12C[C@@H](CC(=O)NCCCCc3ccccc3)C(=O)N(Cc3ccco3)C1=CCC(C)(C)C2	-27%	-13
CCC(C(=O)NC1CCCC1)n1c(-c2cc3ccccc3[nH]2)nc2ccccc21 (stereo not drawn)	70%[activator]	-9
O=c1c(-c2ccccc2)nc2ccccc2n1C(c1ccccn1)c1nc2ccccc2[nH]1 (stereo not drawn)	42%[activator]	22
O=c1c(-c2ccco2)nc2ccccc2n1C(c1ccccc1)c1nc2ccccc2[nH]1 (stereo not drawn)	-3%	25
CC(C)(C)NC(=O)C(c1ccc(C(F)(F)F)cc1)n1c(=O)c(-c2ccco2)nc2ccccc21 (stereo not drawn)	6%	-20
C#CCNC(=O)C[C@@H]1C[C@@]2(C(=O)OC)CCCCC=C2N(CCc2ccc(OC)c(OC)c2)C1=O	-2%	-2
COc1ccc(CN2C[C@H](O)COC[C@@H]3O[C@H](CC(=O)NCc4ccncn4)CC[C@H]32)cc1	-1%	-1
CCOC(=O)[C@]12CCCC=C1N(CCC1=CCCCC1)C(=O)[C@H](CC(=O)N1CCN(C(=O)C3CC3)CC1)C2	-5%	7
CCC(C)CN1C(=O)CN(S(C)(=O)=O)CC1(C)C(=O)NCc1ccccc1 (stereo not drawn)	1%	36
CCCCCNC(=O)C(c1ccccc1)n1c(=O)c(-c2cc3ccccc3[nH]2)nc2ccccc21 (stereo not drawn)	65%[activator]	3
CC(=O)N[C@@H]1C=C[C@@H](CC(=O)NCc2ccc(Cl)cc2)O[C@@H]1CO	-7%	-32
COc1ccc(N2CCN(C(=O)C(=O)c3cccc([N+](=O)[O-])c3)CC2)cc1	?	18
COc1ccc(CCNC(=O)C(F)(F)F)cc1S(N)(=O)=O	14%	3
O=[N+]([O-])c1ccc(Cl)c(CN2CCN(c3ncc(Cc4ccccc4)cn3)CC2)c1	-30%	-28
O=C(C(=O)N1CCN(c2ccccc2)CC1)c1ccncc1	-15%	48
CC(C(=O)NCc1ccccc1)n1c(Cc2cc(F)cc(F)c2)nc2ccccc21 (stereo not drawn)	-4%	17
Cc1cccc(C)c1NC(=O)C(c1cccc(F)c1)N1CCN(C)CC1 (stereo not drawn)	2%	19
COC(=O)[C@@]12C[C@@H](CC(=O)N3CCC(c4ccccc4)CC3)C(=O)N(Cc3ccccc3)C1=CCC(C)(C)C2	-20%	-37
Cc1cccc(C)c1NC(=O)C1C(c2ccc3c(c2)OCO3)=Nc2ccccc2N1C(=O)c1ccccn1 (stereo not drawn)	70%[activator]	35
Cc1ccc2ccc(C(Nc3ccccc3)c3ccc(F)cc3)c(O)c2n1 (stereo not drawn)	65%[activator]	-61*
Cc1ccc(S(=O)(=O)N2[C@H](CC(=O)c3cccc4ccccc34)OC[C@@H]2C(C)C)cc1	-2%	81
COc1ccc2cc(C3CC=C(COC(C)=O)CN3S(=O)(=O)c3ccccc3[N+](=O)[O-])n(C(=O)OC(C)(C)C)c2c1 (stereo not drawn)	-11%	-5
Cc1ccc(S(=O)(=O)NCc2ccccc2NS(=O)(=O)c2ccc(C)cc2)cc1	1%	-9
Other results.
SMILES	AMA1 RON2 block	HCMV inh
O=C(Nc1ccc2c(c1)OCCO2)C(c1ccnc2ccccc12)n1c(=O)c(-c2ccco2)nc2ccccc21 (stereo not drawn)	6%	20
Cc1ccccc1CN1C(=O)CSCC1(C)C(=O)NCc1ccccc1 (stereo not drawn)	-7%	32
O=C(NCc1cccs1)C1C(=O)Nc2ccccc2C(=O)N1C1CCCC1 (stereo not drawn)	4%	48
O=C(NCc1ccccc1)C(c1ccc(C(F)(F)F)cc1)n1c(=O)c(-c2ccco2)nc2ccccc21 (stereo not drawn)	2%	1
Cc1nc(NC(=O)c2ccccc2)sc1-c1cc(C(=O)N2CCOCC2)nn1CCO	3%	5
CCCCCNC(=O)C(c1cccc2ccccc12)n1c(=O)c(-c2ccco2)nc2ccccc21 (stereo not drawn)	1%	21
CCOC(=O)[C@]12CCCC=C1N(Cc1ccccc1)C(=O)[C@H](CC(=O)NCCc1ccccc1OC)C2	-10%	22
COCCN1C(=O)CCC1(C)c1nnnn1-c1ccc2ccccc2c1 (stereo not drawn)	-4%	-11
COC(=O)[C@]12CCCCC=C1N(CCc1ccc(OC)c(OC)c1)C(=O)[C@H](CC(=O)NCCCCc1ccccc1)C2	?	?
COc1ccc(NC(=O)C2C(c3ccc4c(c3)OCO4)=Nc3ccccc3N2C(C)=O)cc1 (stereo not drawn)	-2%	57
COc1ccc(C(=O)C[C@@H]2OC[C@H](C)N2S(=O)(=O)c2ccc(C)cc2)cc1OC	-10%	-8
COC(=O)Cc1ccccc1NS(=O)(=O)c1ccc(C)cc1	-2%	157
CC(C)c1cc(Cn2c3ccccc3c(=O)n2C(C)Cn2cc(C3CC3)nn2)on1 (stereo not drawn)	-5%	-11
COC(=O)C1=CN(c2ccc(OC)cc2OC)C(N)=C(C#N)C1c1ccc(OC)cc1 (stereo not drawn)	1%	-4
